ELG1 genotox = qHTS screen for small molecules that induce genotoxicity in human embryonic kidney (HEK293T) cells expressing luciferase-tagged ELG1 | HEK293T ELG1-luciferase reporter, luminescence, 16 h | Potency, µM (highest dose often 46 µM), for the others: top-dose activity change, positive = activation, actives largely listed as activators | 330,000 tested, 1.3% active; also: potency is read from the fitted curve at half-maximal effect; % of control where 0% means no effect; nearly all actives have a fitted effect of over 60% in size
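Luminescence read-out: rising ELG1-luciferase signal, reflecting elevated ELG1 protein under genetic stress, flags genotoxic compounds. Cells were treated for 16 hr at 37 °C before ONE-Glo detection.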
Tb PFK inh = qHTS Assay to Find Inhibitors of T. brucei phosphofructokinase; Potency, µM (highest dose often 57.5 µM), inactives show at the highest dose activity, negative = inhibition, usual class: inhibitors; ATP-dependent 6-phosphofructokinase (Trypanosoma brucei brucei), O15648; 330,000 tested, 0.17% active; T. brucei PFK, ADP-Glo luminescence;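 also: potency is read from the fitted curve at half-maximal effect; 0% = uninhibited 1x PFK enzyme wells and -100% = no-enzyme wells; nearly all actives have a fitted effect of over 60% in size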
Target sequence (O15648 whole entry, looked up): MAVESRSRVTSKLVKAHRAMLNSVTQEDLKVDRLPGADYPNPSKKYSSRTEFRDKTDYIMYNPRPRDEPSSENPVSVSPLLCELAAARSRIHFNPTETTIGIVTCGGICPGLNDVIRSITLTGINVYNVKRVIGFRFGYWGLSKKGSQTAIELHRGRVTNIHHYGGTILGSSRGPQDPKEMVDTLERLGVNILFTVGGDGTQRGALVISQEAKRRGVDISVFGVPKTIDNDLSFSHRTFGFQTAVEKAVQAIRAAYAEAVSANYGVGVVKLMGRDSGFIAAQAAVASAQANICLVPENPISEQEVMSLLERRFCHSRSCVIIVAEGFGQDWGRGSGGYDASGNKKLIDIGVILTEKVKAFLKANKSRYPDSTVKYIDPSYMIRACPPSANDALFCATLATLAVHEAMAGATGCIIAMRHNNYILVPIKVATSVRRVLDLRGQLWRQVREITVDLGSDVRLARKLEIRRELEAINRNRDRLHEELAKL
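1.25 nM PFK with 0.5 mM F6P and 0.1 mM ATP in 0.1 M TEA pH 8.0, 5 mM MgCl2, incubated 45 min at room temperature; ADP measured by ADP-Glo luminescence; compounds titrated up to 57 uM.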
NPC1 prom act = qHTS Assay for NPC1 Promoter Activators; AID 485313, 2010; Potency, µM (top dose mostly 9.22 µM), without a hit: top-dose activation, actives largely listed as activators; Huh7 NPC1 promoter luciferase reporter, 24 h; 320,000 tested, 2.4% active;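 also: potency is read from the fitted curve at half-maximal effect; % of control where 0% means no effect; nearly all actives have a fitted effect of over 60% in size; reporter is driven by a mutant NPC1 promoter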
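Cells: Huh7 expressing luciferase under the NPC1 promoter, 1500/well. Seeded 2 h, compound added, incubated 24 h at 37 °C. Luciferase reagent, 10 min ambient, then luminescence.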
Rab9 promoter act = qHTS Assay for Rab9 Promoter Activators; Potency, µM (highest dose often 9.22 µM), for inactives: top-dose activation, negative = inhibition, hits mostly activators; Huh7 Rab9 promoter-luciferase reporter, luminescence, 24 h; 320,000 tested, 2.8% active; also: potency is read from the fitted curve at half-maximal effect; % of control where 0% means no effect; nearly all actives have a fitted effect of over 60% in size
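Luminescence read-out: Huh7 cells stably expressing Rab9-luciferase, treated 24 h with compound at 37 °C, then lysed with luciferase reagent for 10 min at ambient before reading.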
FLuc modulator = qHTS profiling assay for firefly luciferase inhibitor/activator using purifed enzyme and Km concentrations of substrates (counterscreen for miR-21 project); Luciferin 4-monooxygenase (Photinus pyralis), P08659; purified FLuc, Km substrates, luminescence inhibition; Potency, µM (titrated, usually from 57.5 µM), for the others: at the top dose activity change, negative = inhibition, hits mostly inhibitors; 360,000 tested, 6.9% active;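 also: potency is read from the fitted curve at half-maximal effect; plate controls were vehicle for no effect and reference inhibitor for full effect; nearly all actives have a fitted effect of over 55% in size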
Target sequence (P08659 whole entry, looked up): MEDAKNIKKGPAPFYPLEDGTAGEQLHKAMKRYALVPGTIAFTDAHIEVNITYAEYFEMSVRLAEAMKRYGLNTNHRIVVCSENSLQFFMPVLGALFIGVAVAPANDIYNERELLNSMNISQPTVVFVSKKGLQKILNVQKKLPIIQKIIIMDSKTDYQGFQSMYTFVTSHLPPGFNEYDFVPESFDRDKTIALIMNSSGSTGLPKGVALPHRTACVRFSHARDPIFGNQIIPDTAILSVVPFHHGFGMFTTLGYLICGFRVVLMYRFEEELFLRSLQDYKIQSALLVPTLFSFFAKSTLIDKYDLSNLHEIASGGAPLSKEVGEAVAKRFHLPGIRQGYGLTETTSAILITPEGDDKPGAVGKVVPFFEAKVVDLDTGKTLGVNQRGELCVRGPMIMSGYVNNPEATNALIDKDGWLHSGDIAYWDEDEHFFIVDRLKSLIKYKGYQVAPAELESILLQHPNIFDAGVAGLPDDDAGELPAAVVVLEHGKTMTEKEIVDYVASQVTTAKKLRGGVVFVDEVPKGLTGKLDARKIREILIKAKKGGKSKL
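Biochemical qHTS of compounds, final roughly 60 µM downward over six points, against 10 nM purified firefly luciferase using Km concentrations of substrates (10 uM D-luciferin, 10 uM ATP) in Tris acetate pH 7.5 buffer; luminescence output.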
Coupling enz = qHTS Assay for Inhibitors of Fructose-1,6-bisphosphate Aldolase from Giardia Lamblia: Coupling assay counterscreen; coupling enzyme system counterscreen, AmpLite Red fluorescence; activity change, negative = inhibition, % at 58.2 µM, hits read low; 290,000 tested, 0.67% active; in the data active = activity change below about -30%; also: % is scaled to controls: 0 for no effect and ±100 for the full control effect
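Counterscreen lacking aldolase: glyceraldehyde-3-phosphate coupling-enzyme reagent preincubated 10 min at RT with compound (at 57.5 uM final), then substrate/coupling system with AmpLite Red added; fluorescence read at 525/598 nm after 20 min RT.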
RORg inh = qHTS for inhibitors of ROR gamma transcriptional activity; Drosophila S2 Gal4-RORgamma UAS-luciferase reporter, 20 h; Potency, µM (titrated, usually from 53.6 µM), for inactives: at the top dose activity change, negative = inhibition, usual class: inhibitors; 310,000 tested, 5.4% active; AID 2551, 2010; also: potency is read from the fitted curve at half-maximal effect; % is scaled to controls: 0 for no effect and ±100 for the full control effect; nearly all actives have a fitted effect of over 60% in size
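Compounds are pin-transferred onto Drosophila Schneider cells expressing a copper-inducible Gal4–ROR gamma transactivation domain fusion. After 1 hr, copper sulfate is added to 700 uM final; luciferase is read 20 hr later.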
VP16 counter = VP16 counterscreen qHTS for inhibitors of ROR gamma transcriptional activity; Potency, µM (series often up to 53.6 µM), inactives show at the top dose activity, negative = inhibition, actives largely listed as inhibitors; 310,000 tested, 3.5% active; AID 2546, 2010; Drosophila S2 Gal4-VP16 UAS-luciferase, luminescence, 20 h;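 also: Gal4-VP16 expression switched on by copper sulfate through the metallothionein promoter; potency is read from the fitted curve at half-maximal effect; % is scaled to controls: 0 for no effect and ±100 for the full control effect; nearly all actives have a fitted effect of over 50% in size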
uPA surface inh = qHTS for Inhibitors of Cell Surface uPA Generation; cell surface uPA generation assay, qHTS; 330,000 tested, 0.31% active; Potency, µM (top dose mostly 38.3 µM), without a hit: at the top dose activity change, negative = inhibition, most hits filed as inhibitors; AID 540303, 2011; active = well fitted inhibition curve with a large enough effect; inconclusive = small, poorly fitted or top-dose-only effect; inactive = no such curve, though single readings can be large or run the other way; tested in mouse RAW 264.7 cells; also: potency is read from the fitted curve at half-maximal effect; % is scaled to controls: 0 for no effect and ±100 for the full control effect; nearly all actives have a fitted effect of over 55% in size
Giardia killer = Small Molecules that selectively kill Giardia lamblia: qHTS | Giardia lamblia trophozoite viability | activity change, % at 7.66 µM, hits read low | 340,000 tested, 0.15% active | AID 540267, 2011; in the data active = activity change below about -80%; inconclusive = between about -30% and that limit;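 also: parasites exposed to compound for two days anaerobically before the ATP read; % is scaled to controls: 0 for no effect and ±100 for the full control effect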
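Trophozoite viability was measured as ATP-dependent luminescence, read 15-30 min after reagent addition. Before that, parasites at 100 cells/well were exposed to compounds for 48 h, anaerobically, at 37 deg C.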
KCNH2 3.1 block = qHTS for Inhibitors of KCHN2 3.1: Mutant qHTS; Potassium voltage-gated channel subfamily H member 2, brain isoform KCNH2 3.1 (human); U2OS KCNH2 3.1, thallium flux FluxOr; stronger effect = lower value; activity change, % (tested at about 1.8 µM); 340,000 tested, 0.95% active; AID 720553, 2013;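 active = maximum activity change below -70%; inconclusive = maximum activity change from -70% to -50%; inactive = maximum activity change above -50%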;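 also: thallium influx rate constant from kinetic fluorescence after stimulation buffer; % is scaled to controls: 0 for no effect and ±100 for the full control effect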
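Channel expression came from 3.1 mutant virus (1.77 x 10^8 /mL) applied to suspended U2OS cells for 4 h. Flux was tracked with FluxOr dye plus Red40 quencher, and kinetic rate constants normalized to controls.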
Active calls of the source: *; ? = inconclusive; · = no result given; [ ] = dose if it differs, or a comment. Unless noted, calls follow the shape of the dose curve; as a rule, active = well fitted curve in the direction sought with a large enough effect; inconclusive = small, poorly fitted or top-dose-only effect, or another doubt; inactive = no such curve, though single readings can be large; an effect the other way counts as inactive or inconclusive.

cpd	canonical_smiles	Rab9 promoter act	FLuc modulator	uPA surface inh	Giardia killer	NPC1 prom act	Tb PFK inh
1	C=CCn1c(-c2csc(-c3ccc(Cl)cc3)n2)n[nH]c1=S	12%	-1%	-2%	-5	-2%	3%
2	CCNC(=S)N(Cc1ccc(OC)cc1)C1CC(=O)N(c2ccc(OCC)cc2)C1=O (stereo not given)	-6%	2%	0%	10	1%	3%
3	COc1ccc(N2CCN(C(=O)COC(=O)CCOc3cc(C)ccc3C)CC2)cc1	0%	14%	2%	-27	-1%	-3%
4	COc1ccc2c(c1)-c1c(ssc1=S)C(C)(C)N2C(=O)CSC1=NCCS1	-11%	-1%	1%	-4	-4%	-13%
5	Cc1ccccc1Cn1nnc(-c2cccc(C(=O)O)c2)n1	0.79µM*	4.3µM*	·	-21	0.45µM*	3%
6	COc1ccccc1N1CCN(C2CCCN(S(=O)(=O)c3cccc(Cl)c3)C2)CC1 (stereo not given)	0%	4%	-9%	-3	2%	3%
7	O=C(Nc1ccc2c(c1)OCO2)c1ccc(=O)[nH]n1	?	?	0%	40[activator]	28%	13%
8	C=CCN(CC=C)S(=O)(=O)c1ccc(NC(=S)NC(=O)/C=C/c2ccccc2)cc1	-6%	?	-7%	2	-4%	-2%
9	CCOC(=O)C1CCN(C(=O)C2CCN(S(=O)(=O)c3cc(Cl)ccc3Cl)CC2)CC1	-9%	3%	3%	-8	0%	4%
10	Cc1cccc(C)c1-n1c(C)nn(-c2ncc(C(F)(F)F)cc2Cl)c1=O	-2%	3%	-2%	-5	1%	-2%
11	COc1cc(OC)cc(C(=O)N[C@H](C(=O)NCCc2c[nH]c3ccccc23)C(C)C)c1	2%	4%	1%	6	-9%	1%
12	COc1ccc(NC(=O)c2cc(CN3C(=O)c4ccccc4C3=O)ccc2OC)cn1	-7%	-6%	-10%	-3	-21%	2%
13	CCOc1ccc(N=C(/C(C(=O)C(=O)N2CCOCC2)=C(/O)c2ccccc2)c2ccccc2)cc1	?	?	-21%	-23	4µM*	-6%
14	CCOC(=O)C1=C(C)N(C)C(=O)NC1c1c(C)nn(-c2ccccc2)c1C (stereo not given)	-4%	0%	-5%	4	-2%	1%
15	COc1cc(C2C(C(=O)OC(C)C)=C(C)Nc3ncnn32)cc(OC)c1OC (stereo not given)	2%	-1%	1%	1	-2%	2%

cpd	Coupling enz	KCNH2 3.1 block	ELG1 genotox	RORg inh	VP16 counter
1	1	-195*	3%	?	1.8µM*
2	-3	-7	-20%	40%	5%
3	·	3	3%	·	·
4	1	-13	-4%	?	-5%[0.365 µM]
5	19	-3	1.6µM*	?	-2%
6	0	-10	-16%	22%	0%
7	-2	-4	10%	2%	10%
8	-14	-44	3%	2.5µM*	-20%
9	-2	-10	0%	40%	?
10	-3	15	0%	15%	-11%
11	-3	-16	-1%	44%	?
12	-27	-6	6%	?	?
13	-4	13	?	?	-17%
14	1	7	10%	-14%	1%
15	1	-23	11%	-5%	8%

Whole records, quoted from the list. Screens in order: Rab9 promoter act, FLuc modulator, uPA surface inh, Giardia killer, NPC1 prom act, Tb PFK inh, Coupling enz, KCNH2 3.1 block, ELG1 genotox, RORg inh, VP16 counter
`Cc1ccccc1Cn1nnc(-c2cccc(C(=O)O)c2)n1` as listed: 0.79µM*, 4.3µM*, ·, -21, 0.45µM*, 3%, 19, -3, 1.6µM*, ?, -2%
`COc1ccc(N2CCN(C(=O)COC(=O)CCOc3cc(C)ccc3C)CC2)cc1` as listed: 0%, 14%, 2%, -27, -1%, -3%, ·, 3, 3%, ·, ·
`Cc1cccc(C)c1-n1c(C)nn(-c2ncc(C(F)(F)F)cc2Cl)c1=O` as listed: -2%, 3%, -2%, -5, 1%, -2%, -3, 15, 0%, 15%, -11%

Rab9 promoter act: what is marked active above
No. | canonical_smiles | Rab9 promoter act | uPA surface inh | Tb PFK inh | RORg inh
5 | Cc1ccccc1Cn1nnc(-c2cccc(C(=O)O)c2)n1 | 0.79µM* | · | 3% | ?

Next compounds follow:
cpd	canonical_smiles	Rab9 promoter act	FLuc modulator	uPA surface inh	Giardia killer	NPC1 prom act	Tb PFK inh
16	Cc1nn(C)cc1C(C(=O)NC1CCCCC1)N(C(=O)Cc1cccs1)c1ccc(F)cc1 (stereo not given)	-1%	-1%	-4%	5	-3%	0%
17	CCOC(=O)c1ncn2c1C(=O)OC2(C)C	-6%	0%	-2%	1	2%	0%
18	O=C(OC(C(=O)NCC1CCCO1)c1ccc(F)cc1)c1ccco1 (stereo not given)	0%	-2%	1%	-5	1%	?
19	CCc1ccc2oc(=O)cc(CN(C)Cc3ccccc3)c2c1	-1%	1%	2%	7	2%	-3%
20	CCOC(=O)Cn1c(CN2CCN(c3cccc(Cl)c3)CC2)nc2c1c(=O)[nH]c(=O)n2C	-1%	4%	-12%	-2	-4%	0%
21	CC(=O)NCCc1ccc(-c2csc(NC(=O)C3CC(=O)N(C4CCCC4)C3)n2)cc1 (stereo not given)	-3%	0%	-2%	-13	-4%	4%
22	CN(Cc1ccc(C(F)(F)F)cc1)C(=O)C1CC(=O)N(Cc2ccco2)C1 (stereo not given)	·	·	7%	-24	·	1%
23	COc1ccccc1/C=C1/SC(=O)N(CCC(=O)Nc2ccc(S(=O)(=O)Nc3nccs3)cc2)C1=O	1%	?	4%	-9	-1%	7%
24	O=C(NCCNc1nccc(C(F)(F)F)n1)c1cccs1	-5%	3%	4%	-5	-6%	2%
25	Nc1nonc1-n1nnc(C(=O)O)c1-c1cccs1	8%	1%	2%	-25	8%	-9%
26	COc1ccc(S(=O)(=O)N(C)c2ccc(C(=O)N3CCOCC3)cc2)cc1	-11%	-2%	-3%	4	-2%	-5%
27	COc1ccc(-c2coc3cc4oc(=O)c5ccccc5c4cc23)cc1F	-26%	1%	-10%	1	-15%	9%
28	Cc1ccc(NNC(=O)c2c(F)cccc2Cl)cc1C	1%	-1%	-4%	3	-3%	-14%
29	COc1ccc(C(=O)C2CCCN(C(=O)c3cccc(Cl)c3F)C2)cc1OC (stereo not given)	0%	0%	7%	3	14%	1%
30	C=C(C)C(=O)Nc1cccc(C2=NOC3(C2)C[C@@H](C(N)=O)N(C(=O)[C@H]2CCC(=O)N2)C3)c1 (stereo not given in full)	-12%	2%	26%	-9	-2%	-11%

cpd	Coupling enz	KCNH2 3.1 block	ELG1 genotox	RORg inh	VP16 counter
16	2	-7	13%	5%[10 µM]	-6%
17	-1	2	2%	-27%	-6%
18	1	0	-4%	-4%	4%
19	2	6	-1%	0%	-2%
20	-2	6	-3%	?	8%
21	·	12	-4%	·	·
22	·	1	0%	·	·
23	3	-50	8%	25%	-1%
24	1	8	1%	0%	5%
25	6	-29	1%	14%	0%
26	2	1	0%	-5%	-2%
27	-1	-6	7%	2%	-1%
28	1	-11	3%	13%	1%
29	·	4	-4%	-12%	4%
30	2	·	2%	-2%	4%

Later entries:
cpd	canonical_smiles	Rab9 promoter act	FLuc modulator	uPA surface inh	Giardia killer	NPC1 prom act	Tb PFK inh
31	CCOc1ccc(NC(=O)N2CCCC2C(=O)NCc2ccco2)cc1 (stereo not given)	0%	-1%	1%	0	-2%	0%
32	Cc1ccc(C2(C)NC(=O)N(CC(=O)NNC(=O)c3ccoc3C)C2=O)cc1 (stereo not given)	2%	6%	0%	-6	-2%	0%
33	CCOc1ccc(OCCC(=O)OCC(=O)c2c(N)n(C)c(=O)n(C)c2=O)cc1	-3%	-18%	0%	-8	-2%	-21%
34	CCOC(=O)NC(Nc1sc2c(c1C(=O)OC)CCN(C)C2)(C(F)(F)F)C(F)(F)F	-3%	1%	1%	2	-2%	-2%
35	Cc1cc(NS(=O)(=O)c2ccc(NC(=O)CCCOc3ccccc3C)cc2)no1	-5%	4%	4%	0	-1%	-6%

cpd	Coupling enz	KCNH2 3.1 block	ELG1 genotox	RORg inh	VP16 counter
31	3	24	1%	20%	8%
32	·	-3	-9%	·	·
33	·	3	-1%	·	·
34	0	4	0%	-14%[10 µM]	1%
35	1	-3	9%	14%	1%
